CRFR2-BP antag = antagonists of CRF-BP/CRF-R2 complex, primary screen, cell-based, HEK293, calcium dye fluorescence, uHTS; 350,000 compounds, 0.59% hits; CRF-induced calcium fluorescence; inhibition, % at 11.8 µM;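 active = inhibition of the ligand-induced calcium signal above about 50% at the single tested concentration, limit read from the data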
VIM-2 inhibitor = VIM-2 metallo-beta-lactamase inhibitors, primary screen, biochemical, epi-absorbance readout, Pseudomonas aeruginosa enzyme; purified VIM-2, nitrocefin hydrolysis, epi-absorbance fluorescence; inhibition, % at 5.6 µM; 290,000 compounds, 0.89% hits; AID 1527, 2009;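 active = inhibition above the mean of all tested compounds plus 3 SD, cutoff set per screening run, cut at about 7.5% in these data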;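 note: red hydrolysis product quenches plate fluorescence so inhibitors raise well fluorescence; 0% = enzyme with DMSO and 100% = DMSO without enzyme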
NS3 helicase inh = inhibitors of HCV NS3 helicase, primary screen, biochemical, Cy5 molecular beacon fluorescence; Hepatitis C virus NS3 helicase; NS3 helicase DNA unwinding; inhibition, % at 10.9 µM; 290,000 compounds, 0.56% hits;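 active = inhibition above the mean of all tested compounds plus 3 SD, set per campaign, cut at about 35% in these data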;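 note: 0% = DMSO wells and 100% = thioflavine S control wells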
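test system = hepatitis C virus NS3 helicase domain fragment enzyme | reagent = annealed dual-labelled DNA beacon duplex, ATP-started | times = 1 h at 25 °C | detection = Cy5 fluorescence, 0 and 60 min reads | read-out basis = percent inhibition from t60/t0 fluorescence ratio | control set = DMSO and thioflavine S | replication = one well per compound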
p-CIP stab down = p/CIP-EGFP fusion destabilizers, primary screen, fluorescence, F442A cells. Q05BA5. 16 h. decrease of EGFP signal, % at 10 µM. AID 1984, 2009. 290,000 compounds, 0.01% hits;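 active = EGFP signal decrease of at least 30% at 10 µM or well 3 SD below plate mean, unless failing retest; inactive = the rest, including hits failing retest or dose response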; note: some compounds called inactive have numbers as strong as hits; many of its hits are not listed in these tables
IDE cell activ = human IDE activators in live cells, primary screen, fluorescence polarization, HEK cells, FAbeta-B substrate; Insulin-degrading enzyme (Homo sapiens), P14735; FAbeta-B cleavage; 0% vehicle, 100% cell-free pure enzyme wells; activation, % at 5.96 µM; 340,000 compounds, 0.073% hits; AID 493087, 2011;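 active = activation above the mean of all tested compounds plus 3 SD, set per screening campaign, cut at about 17% in these data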
IMP-1 inhibitor = IMP-1 metallo-beta-lactamase inhibitors, primary screen, biochemical, epi-absorbance readout, Pseudomonas aeruginosa enzyme. metallo-beta-lactamase IMP-1 (Pseudomonas aeruginosa). purified IMP-1, nitrocefin hydrolysis, epi-absorbance fluorescence. inhibition, % at 5.6 µM. 290,000 compounds, 0.45% hits;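 active = inhibition above the mean plus 3 SD of all compounds in the same screening run, cut at about 4.5% in these data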;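 note: 0% = IMP-1 with DMSO and 100% = DMSO wells lacking enzyme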
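system = purified recombinant IMP-1 beta-lactamase | amount = 0.2 nM IMP-1, as dispensed | medium = HEPES buffer pH 7.1 with ZnSO4 and Brij 35 | times = 25 °C, 15 min preincubation, 25 min reaction | detection = plate fluorescence quenching by hydrolysis product, ex 480/em 530 nm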
SUMO HTRF inh = inhibitors of in vitro SUMOylation cascade, primary screen, biochemical, HTRF, uHTS; 290,000 compounds, 0.36% hits; inhibition, % at 35 µM; AID 2006, 2009; HTRF SUMOylation assay, SAE1/SAE2 + UBC9; in the data active = inhibition above about 50%, passing the limit was not always enough; note: strong numbers were not always called active
Target sequence (P63279 whole entry, looked up): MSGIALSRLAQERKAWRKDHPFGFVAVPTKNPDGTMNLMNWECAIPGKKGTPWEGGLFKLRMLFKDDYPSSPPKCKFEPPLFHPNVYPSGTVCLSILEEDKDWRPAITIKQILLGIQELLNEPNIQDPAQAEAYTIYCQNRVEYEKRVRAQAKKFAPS
IDE inh = human IDE inhibitors in live cells, primary screen, fluorescence polarization, HEK cells, FAbetaB substrate; Insulin-degrading enzyme (Homo sapiens), P14735; FAbetaB cleavage; inhibition, % at 5.59 µM; 320,000 compounds, 0.41% hits; AID 434962, 2010;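 active = percent inhibition above the average of all tested compounds plus 3 SD, set per screening campaign, cut at about 16% in these data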;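 note: IDE supplied by intact live HEK cells; FP after avidin binding of uncleaved biotin substrate so inhibition keeps polarization high; 0% = DMSO wells and 100% = 60 µM reference IDE inhibitor Ii1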
GalR3 antag = GalR3 antagonists in HEK293 cells, primary screen, cell-based, fluorescence readout | AID 651719, 2012 | inhibition, % at 3 µM | Galanin receptor type 3 (Homo sapiens), O60755 | HEK293 GalR3-CNG cAMP membrane potential fluorescence; galR3 body fused to GalR1 C-terminus | 360,000 compounds, 0.44% hits;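 active = inhibition above the screen-wide average plus 3 SD, cut at about 13% in these data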;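 note: forskolin and galanin both at EC90 stimulate the cells; cAMP rise reported by CNG channel membrane potential dye signal; 0% = forskolin plus galanin with DMSO and 100% = forskolin alone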
Target sequence (O60755 1-299 limits assumed): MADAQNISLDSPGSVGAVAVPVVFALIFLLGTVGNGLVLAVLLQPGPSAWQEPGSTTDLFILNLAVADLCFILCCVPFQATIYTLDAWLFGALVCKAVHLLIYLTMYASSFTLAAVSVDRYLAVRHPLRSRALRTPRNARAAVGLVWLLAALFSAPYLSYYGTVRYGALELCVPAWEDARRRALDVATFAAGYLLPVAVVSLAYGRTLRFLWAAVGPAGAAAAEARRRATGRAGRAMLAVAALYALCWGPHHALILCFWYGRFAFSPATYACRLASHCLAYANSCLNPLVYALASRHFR
Starred values were filed as active, the others as inactive; nt = no result given. Rows were taken by chance; about 3.2% have a hit in one of these screens.

SMILES | CRFR2-BP antag | VIM-2 inhibitor | NS3 helicase inh | p-CIP stab down | IDE cell activ | IMP-1 inhibitor | SUMO HTRF inh | IDE inh | GalR3 antag
CCOC(=O)c1c(N)sc2c1CCC(C)C2 (centres undefined) | 2 | -3.4 | 43* | -6 | 0 | -3.5 | -3 | -1 | 2
Cc1cc(/C=N/NC(=O)C(O)(c2ccccc2)c2ccccc2)c(C)n1-c1ccccc1 | 21 | -6.2 | 5 | -19 | 7 | -2.8 | 22 | 5 | -5
N#C/C(=C\c1ccc(OCCN2CCOCC2)cc1)C(=O)Nc1ccc(S(N)(=O)=O)cc1 | 13 | -3.9 | -3 | -13 | 8 | -3.9 | 7 | 2 | 0
CCc1nc(SCC(=O)Nc2ccc(Br)cn2)n[nH]1 | nt | -2.5 | -3 | -8 | 0 | -3.1 | -5 | -4 | -2
COc1cc(N)c(Cl)cc1C(=O)OCC(=O)N1CCCC1 | -13 | -1.8 | 4 | 10 | 1 | -2.7 | -22 | 4 | 5
Cc1cccc(C(=O)NNC(=O)CCCCC(=O)NNC(=O)c2cccc(C)c2)c1 | 19 | -0.1 | -1 | 1 | -4 | 0.3 | -18 | -1 | -14
COc1ccc(/C=C2/C(=O)ON=C2C)cc1Br | -7 | 3.1 | 27 | -2 | -2 | 2.8 | 19 | 5 | -4
CC(=O)N1C(C(=O)O)Cc2c([nH]c3ccccc23)C1C (centres undefined) | -5 | -1.8 | 12 | -3 | 1 | -2.4 | 1 | nt | -5
Cc1cccc(C)c1NC(=O)C/C(N)=N/O | 3 | -1.8 | 0 | 7 | 9 | -4.4 | -8 | 2 | 5
CC(=O)Nc1cccc(C(=O)/C=C/c2cccs2)c1 | 11 | -0.3 | 15 | -1 | -3 | -2.9 | -22 | 7 | -5
CC(C)(C)C(=O)NCc1ccc(C(=O)CSc2nnc(C3CC3)n2C2CC2)s1 | 5 | nt | nt | nt | 1 | nt | nt | 2 | -4
CCCCn1c(N)c(N(CC(C)C)C(=O)CSCC(=O)Nc2cccc(C)c2)c(=O)[nH]c1=O | -4 | nt | nt | nt | 0 | nt | nt | -1 | 0
CC(C)OCCCNC(=O)c1cc(-c2cccnc2)nc2ccccc12 | 2 | -1.6 | -3 | 4 | -2 | -2.0 | -9 | 2 | -7
CC(=O)Nc1ccc(SCCN2CC[C@@H](O)CCC2=O)cc1 | -3 | nt | nt | nt | 4 | nt | nt | 2 | -9
Nc1nnc(CC(=O)N/N=C/c2ccc(-c3ccc(Cl)cc3Cl)o2)s1 | -10 | -4.0 | 13 | -10 | -6 | -1.1 | 29 | 8 | -3
CCCCCc1cc(=O)oc2c(C(CCN3CCCC(C)C3)c3ccc(N(C)C)cc3)c(OC)cc(OC)c12 (centres undefined) | -14 | nt | nt | -8 | 11 | nt | 2 | 0 | nt
COc1ccccc1CCNC(=O)c1csc2c1CCCC2 | 33 | -2.5 | -5 | -15 | 2 | -2.2 | 6 | 2 | -3
OCn1ncn(-c2ccccc2)c1=S | -1 | -2.2 | -1 | -11 | 2 | -2.8 | 1 | 3 | 2
CC(OC(=O)Cc1n[nH]c(=O)c2ccccc12)C(=O)Nc1ccc(Cl)cn1 (centres undefined) | 3 | 1.4 | -5 | 2 | 3 | -2.1 | 4 | 5 | 3
O=C(CCOc1ccccc1)NCc1ccccc1 | 2 | -5.3 | 8 | -10 | 0 | -1.4 | 4 | 7 | -5
O=C(COn1nnc2ccc(S(=O)(=O)N3CCOCC3)cc21)Nc1c(F)c(F)c(F)c(F)c1F | 6 | 0.5 | 1 | -6 | 5 | -1.6 | 11 | -3 | -1
CCOC(=O)N1CCN(C2CCCN(C(=O)c3ccccc3N(C)C)C2)CC1 (centres undefined) | 0 | -2.5 | -11 | -6 | 5 | -3.6 | -1 | 6 | 1
Cc1cc(NC(=O)c2ccc(C)s2)n(-c2nc3ccccc3[nH]2)n1 | -32 | 0.3 | 18 | -18 | -2 | -0.9 | -11 | 0 | -6
CCc1nnc(NC(=O)c2ccc(S(=O)(=O)N3CCCc4ccccc43)cc2)o1 | -13 | -2.5 | 11 | 7 | -2 | 2.1 | -13 | 2 | -4
O=C(Nc1ccc(F)cc1F)C1CCCN1S(=O)(=O)c1cccc2nsnc12 (centres undefined) | -8 | -2.6 | 6 | 5 | -4 | 0.6 | 5 | -1 | -7
CC(C)CN1C(=O)NC(NS(=O)(=O)c2ccc(N)cc2)(C(F)(F)F)C1=O (centres undefined) | 0 | -2.1 | 2 | 1 | 5 | -2.1 | 4 | -1 | -3
O=C(CN1C(=O)C2CC=CCC2C1=O)Nc1nnc(SCc2c(Cl)cccc2Cl)s1 (centres undefined) | -10 | -1.9 | -5 | -4 | 8 | -4.5 | 21 | -3 | -1
CC(=O)c1cn(CCOc2ccc(F)cc2)c2ccccc12 | 16 | -1.9 | 6 | -23 | 2 | -0.5 | 1 | 7 | -9
CCCCC1CCC(C(=O)OC(C)C(=O)Nc2ccc(NC(C)=O)cc2)CC1 (centres undefined) | -1 | -2.3 | 2 | -6 | -3 | -1.8 | -11 | 2 | -5
COc1ccc(O)c(C(=O)c2cnn(-c3ccc(Cl)cc3)c2)c1 | -14 | -3.7 | -9 | -9 | 2 | -0.6 | -4 | -2 | -10
CC(C)OP(=O)(OC(C)C)/C(C=O)=N\Nc1ccc([N+](=O)[O-])cc1 | 24 | -1.0 | 12 | 6 | 0 | -3.4 | 17 | 0 | -3
CC(=O)N1CCN(C(=O)c2ccc(-n3c(C)ccc3C)cc2)CC1 | 15 | 1.1 | 5 | -14 | 4 | 0.2 | -3 | 1 | -2
COc1ccc(COC(=O)C2=C(C)NC(=O)NC2c2cccc(OC)c2OC)cc1 (centres undefined) | -9 | 0.2 | 1 | 1 | -6 | 0.6 | 11 | 1 | -4
CC(=O)N1CCc2cc(S(=O)(=O)NC(CC(C)C)C(=O)Nc3ccc4c(c3)OCCO4)ccc21 (centres undefined) | 30 | -3.2 | 0 | -2 | -1 | -3.6 | 12 | 0 | -1
CCc1nc(-c2cc3ccc(C)cc3[nH]c2=O)no1 | 5 | -0.7 | 11 | -3 | -1 | -3.5 | -7 | 2 | -3
O=C(Cn1cccc1C(=O)c1ccccc1)NCc1ccc(Cl)cc1 | -3 | -2.4 | 11 | 2 | -1 | -2.9 | 4 | 4 | -7
O=C(Nc1nnc(-c2ccco2)o1)c1cccc2ccccc12 | -5 | -3.9 | -5 | 1 | 7 | -4.1 | -2 | -1 | -4
CCOc1ccccc1C1N=C(c2ccc(OC)cc2)CC(c2ccccc2O)N1 (centres undefined) | -6 | -0.5 | -4 | 18 | 1 | -1.2 | -13 | 7 | 1
COC(=O)C1=C(C(=O)OC)[C@@H]2N(Cc3ccccc3)c3ccccc3[C@@]23C[C@@H](CO)N(C(=O)NC2CCCC2)C3=N1 | 2 | nt | nt | -3 | 1 | nt | -9 | 0 | -4
c1ccc(-n2nnnc2Oc2cccc3cccnc23)cc1 | -14 | -1.5 | 1 | 1 | 7 | -3.0 | 2 | 1 | -8
Cc1ccc(Cl)cc1NC(=O)C[n+]1ccc(Cc2ccc([N+](=O)[O-])cc2)cc1 | -6 | -1.9 | -79 | 2 | 7 | -1.9 | 2 | -4 | 0
COc1ccccc1CNC(=O)c1ccc(NS(=O)(=O)c2cccs2)cc1 | -2 | -2.2 | -8 | 1 | 4 | 2.5 | -8 | 5 | 3
COc1ccccc1NC(=O)COC(=O)c1cc(C)nc2ccccc12 | 11 | nt | nt | nt | 3 | nt | nt | 3 | -1
COc1ccc(NC(=S)N2CCN(S(=O)(=O)c3ccccc3)CC2)cc1 | 4 | -0.4 | 0 | -16 | 2 | -1.8 | 4 | nt | -2
Cc1ccc(S(=O)(=O)c2ccc(NN)cc2)cc1 | 0 | -2.0 | -5 | -14 | 3 | -2.2 | -17 | nt | -4
COCCNC(=O)CCCCCn1c(=S)[nH]c2ccccc2c1=O | -46 | -0.8 | 2 | 5 | -4 | -2.1 | 10 | -2 | 0
O=C(CSc1nc(C(F)(F)F)cc(=O)[nH]1)N1CCCC1 | 4 | nt | nt | nt | 0 | nt | nt | -2 | -4
CCOC(=O)c1nn(-c2ccccc2)c(=O)cc1SC(C)CC (centres undefined) | -10 | -1.4 | 4 | 1 | -5 | -0.8 | 21 | 4 | 1
CCc1ccc(/C=C2/SC(=S)N(CCCC(=O)Nc3ccccc3C(=O)O)C2=O)cc1 | 45 | -1.3 | 1 | 2 | 8 | -2.9 | 10 | 3 | -3
NC(=O)c1ccsc1NC(=O)CSc1nnc(Nc2ccccc2)s1 | -5 | -0.8 | 1 | 8 | -4 | -0.8 | -10 | -3 | -4
Cc1cc(OCC(=O)N[C@@H](Cc2ccccc2)c2nc3ccccc3[nH]2)ccc1Cl | 0 | -1.5 | 5 | 4 | 3 | -1.9 | 2 | 2 | -5
Cc1ccc(-n2nnnc2SCCNS(=O)(=O)c2ccccc2)cc1C | 19 | -2.2 | -4 | -9 | -3 | 0.9 | 12 | 8 | -3
COc1ccc(CC(=O)OCc2cc3cccc(C)c3[nH]c2=O)cc1 | 19 | -1.6 | -5 | -4 | 5 | 0.2 | -7 | -2 | nt
CCN(Cc1ccccc1)S(=O)(=O)c1cc(C(=O)c2c(N)n(C)c(=O)n(C)c2=O)ccc1OC | -3 | 1.5 | -3 | 2 | 2 | -2.4 | 13 | -2 | 7
Cc1oc(C)c(C(=O)NCCCC(=O)O)c1C(=O)NCCCC(=O)O | 10 | -2.3 | 4 | -10 | 4 | -2.7 | 35 | -5 | -1
NC(N)=NC(N)=Nc1cccc2ccccc12 | -14 | -3.3 | 0 | -16 | 8 | -5.0 | 25 | 17* | -7
Cc1cccc(C)c1OCC(=O)NC1CC1 | 0 | -3.3 | 0 | -4 | 0 | -2.5 | -3 | 7 | 4
Cc1ccc2sc(NNC(=O)c3cc(=O)c4ccccc4o3)nc2c1C | 11 | -3.0 | 9 | -19 | -1 | -3.0 | -114 | 3 | 5
